Screening results as filed in PubChem BioAssay.
Diaphorase inh: diaphorase inhibition or chemical oxidation counter-screen; diaphorase resazurin-to-resorufin fluorescence, NADH, 16 min; bacterial (C. kluyveri) enzyme, not human; inhibition, % at 20 µM; actives 0.69% (n = 190,000);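 active = primary screen inhibition at 20 µM above a set limit, cut at about 50% in these data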;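 note: plate controls were DMSO with full reaction for no effect and wells lacking NADH for full effect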
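System: Diaphorase enzyme from Clostridium kluyveri | Amount: Enzyme working solution with 0.14 U/mL diaphorase | Benchmarks: No-NADH positive control and DMSO neutral control | Signal: Fluorescence of resorufin formed from resazurin, Ex 544/Em 590 nm | Schedule: 16-min room-temperature incubation before reading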
TLR4 MyD88 comp: blocks binding of human TLR4 to MyD88 | AID 861 | HeLa CL3-4 TLR4/MyD88 BLA complementation, FRET ratio | actives 0.18% (n = 200,000) | inhibition, % at 8.4 µM; in the data active = inhibition above about 25%;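 note: 0% = vehicle and 100% = reference inhibitor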
Target sequence (O00206 whole entry, looked up): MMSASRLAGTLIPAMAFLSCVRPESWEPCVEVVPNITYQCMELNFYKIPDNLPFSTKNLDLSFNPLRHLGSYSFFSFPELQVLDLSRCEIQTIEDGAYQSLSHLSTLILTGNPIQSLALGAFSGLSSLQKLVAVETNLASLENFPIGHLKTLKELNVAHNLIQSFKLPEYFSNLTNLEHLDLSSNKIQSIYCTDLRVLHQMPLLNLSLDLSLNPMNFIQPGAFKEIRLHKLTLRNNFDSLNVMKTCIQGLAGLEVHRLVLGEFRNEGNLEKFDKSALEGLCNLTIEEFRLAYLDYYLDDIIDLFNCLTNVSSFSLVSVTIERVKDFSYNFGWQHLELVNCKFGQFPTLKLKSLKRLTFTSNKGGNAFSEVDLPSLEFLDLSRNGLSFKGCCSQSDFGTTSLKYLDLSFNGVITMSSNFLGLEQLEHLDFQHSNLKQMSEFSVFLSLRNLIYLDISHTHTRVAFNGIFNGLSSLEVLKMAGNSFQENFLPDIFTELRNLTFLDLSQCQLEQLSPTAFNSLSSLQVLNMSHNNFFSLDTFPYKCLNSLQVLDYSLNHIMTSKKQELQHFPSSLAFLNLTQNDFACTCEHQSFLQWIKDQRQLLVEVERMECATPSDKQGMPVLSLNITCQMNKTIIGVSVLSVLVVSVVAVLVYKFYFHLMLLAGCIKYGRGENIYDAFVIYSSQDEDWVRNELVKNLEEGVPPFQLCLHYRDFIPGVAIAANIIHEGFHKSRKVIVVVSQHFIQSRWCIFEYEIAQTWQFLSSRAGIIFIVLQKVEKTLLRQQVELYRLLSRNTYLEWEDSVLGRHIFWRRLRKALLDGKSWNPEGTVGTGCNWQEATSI
Target sequence (Q99836 whole entry, looked up): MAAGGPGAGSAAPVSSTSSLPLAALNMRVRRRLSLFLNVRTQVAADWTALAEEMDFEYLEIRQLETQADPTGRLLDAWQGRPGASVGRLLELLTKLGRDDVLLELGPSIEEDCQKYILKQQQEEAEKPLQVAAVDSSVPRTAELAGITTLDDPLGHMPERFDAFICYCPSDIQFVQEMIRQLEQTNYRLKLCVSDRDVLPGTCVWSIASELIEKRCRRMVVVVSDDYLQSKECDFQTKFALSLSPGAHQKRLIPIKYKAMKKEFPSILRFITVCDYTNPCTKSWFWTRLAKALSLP
STAT1 activator: increases IFN-gamma driven STAT1 reporter signal; AID 932; activation (% of control), % at 5.5 µM; actives 2.6% (n = 200,000); NIH 3T3 STAT1-luciferase reporter, luminescence; 100% = IFN-gamma alone, no compound;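 active = activation above the screen-wide mean activation plus 3 SD, cut at about 130% in these data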;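 note: raw ratio to IFN-gamma control signal so 100% means no change and 0% no light; values of inactives mirror those of a sister screen read the other way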
STAT3 act: STAT3 signaling activation | U3A cells, IL-6 STAT3-luciferase reporter, luminescence; 100% = signal with IL-6 EC80 alone | activation (% of control), % at 5.6 µM | actives 0.91% (n = 190,000) | AID 871;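 active = activation above the screen-wide mean of compound activation plus 3 SD, cut at about 130% in these data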;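 note: 0% = background luminescence of wells with medium and substrate only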
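Material: STAT3-luciferase reporter U3A cells. Controls: IL-6-treated wells, 100% activation. Read-out: % activation versus median of IL-6-stimulated wells. Probe or stimulus: IL-6 stimulus at 33 ng/mL final. Timing: compound 1 h, then IL-6 6 h at 37 °C. Signal: reporter luminescence signal.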
STAT1 inh: STAT1 signaling inhibition | inhibition, % at 5.5 µM | NIH 3T3 STAT1-luciferase reporter, IFN-gamma, luminescence | AID 920 | actives 0.35% (n = 200,000);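 active = inhibition above a set limit, the mean inhibition across all tested compounds plus 3 SD, cut at about 34% in these data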;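 note: 0% = IFN-gamma with DMSO and 100% = IFN-gamma with 300 µM nifuroxazide; values of inactives mirror those of a sister screen read the other way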
Hsp70 act: Hsp70 transcriptional activation, primary screen; HeLa Hsp70 promoter luciferase reporter, luminescence; scaled: vehicle 0, proteasome-inhibitor control 100%; activation, % at 10 µM; actives 0.04% (n = 200,000); AID 1203;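 active = activation above the mean across all tested compounds plus 3 SD, cutoff set per campaign, cut at about 5.5% in these data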;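 note: 100% = MG132 at 30 µM as the positive control and 0% = DMSO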
Diaphorase act: diaphorase activation or chemical reduction counter-screen | Diaphorase/resazurin coupled assay, resorufin fluorescence, 16 min; hits give high values; 1 = vehicle wells, 0 = NADH-free wells | activation factor at 20 µM | actives 0.005% (n = 190,000);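 active = diaphorase activity raised at least twofold by the compound at 20 µM; inactive = activation factor below 2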
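Material: Purified diaphorase enzyme from Clostridium kluyveri | Buffer or medium: 50 mM HEPES pH 7.4 with 4.542 mM MgCl2, 0.005% Tween 20 | Times: 16 min enzyme reaction, ambient temperature | Signal: Red resorufin fluorescence at 544/590 nm excitation/emission | Measure: Increased resorufin signal from activators or reducing compounds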
APP 5UTR inh: APP translation inhibition | SH-SY5Y APP 5'UTR-luciferase reporter, luminescence | inhibition, % at 2 µM | actives 0.82% (n = 190,000) | AID 1285;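 active = inhibition above a set limit, derived from the sample mean plus 3 SD, cut at about 45% in these data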; note: values of inactives mirror those of a sister screen read the other way
G6PDH counter: L. mesenteroides G6PDH inhibition counter-screen; actives 0.12% (n = 200,000); Purified L. mesenteroides G6PDH, diaphorase/resazurin coupled fluorescence, 45 min; inhibition, % at 5 µM; AID 1020; in the data active = inhibition above about 50%
STAT3 inh: reduces IL-6 driven STAT3 reporter signal; U3A cells, IL-6 STAT3-luciferase reporter, luminescence; host cell line lacks STAT1; inhibition, % at 5.5 µM; actives 0.89% (n = 190,000);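 active = inhibition above the mean inhibition across all screened compounds plus 3 SD, cut at about 44% in these data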;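 note: 0% = DMSO only wells and 100% = 100 µM nifuroxazide control wells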
The depositor's hits bear a star.

SMILES	Diaphorase inh	TLR4 MyD88 comp	STAT1 activator	STAT3 act	STAT1 inh	Hsp70 act	Diaphorase act	APP 5UTR inh	G6PDH counter	STAT3 inh
Cc1ccc(/C=C/C(=O)Nc2sc3c(c2C#N)CCCC3)o1	5	14	98	91	2	-0.3	0.9	-7	-13	10
CCC(C)NCCCCOc1ccc(Cl)cc1C (centres undefined)	-1	-6	104	99	-5	0.5	1	-8	3	-1
Clc1ccc(-n2c(SCc3nc4ccccc4[nH]3)nnc2-c2ccncc2)cc1	16	-5	84	109	18	-0.1	0.8	-9	3	-10
CC1CCN(C(=O)CCCOc2ccc(Cl)cc2)CC1	6	-5	109	103	-11	0.3	0.9	-16	13	-3
NS(=O)(=O)c1ccc(NC(=O)CSc2nc3ccccc3n2-c2ccccc2)cc1	26	-14	97	105	3	-0.4	0.7	-4	-11	-11
CCOC(=O)c1c(C)nc2sc3c(c2c1-c1ccc(OC)cc1)NC(c1ccc(OC)cc1)NC3=O (centres undefined)	20	-15	92	98	9	-0.2	0.8	4	-1	12
O=C(Nc1nccs1)C1CC(=O)N(Cc2ccco2)C1 (centres undefined)	-2	-5	100	99	1	0.0	1	-9	1	1
Cc1cc(-c2ccccc2)nc(Cl)c1C#N	0	3	100	102	0	-0.1	1	-21	-8	1
O=C(Nc1nc(-c2ccccn2)cs1)c1ccc(Cl)s1	-10	13	101	108	0	-0.3	1.1	77*	16	-10
O=C(CSc1nc2ccccc2[nH]1)Nc1cc(C(F)(F)F)ccc1N1CCOCC1	16	-5	93	101	4	-0.1	0.8	16	4	2
CCOc1ccc(OCC)c(-c2c(=O)n(OCc3ccccc3Br)c3ccccc3[n+]2[O-])c1	7	-11	97	95	3	-0.1	0.9	-2	5	11
O=CNCCCc1nc2ccccc2n1Cc1cccc2ccccc12	5	0	101	90	4	0.2	1	-12	4	12
CCc1sc(C(=O)Nc2ccccc2N2CCOCC2)cc1C	5	-8	101	89	-1	0.0	1	15	3	20
CC(=O)NC1C(=O)Nc2c(C)cc(C)cc21 (centres undefined)	7	11	138*	95	-43	-0.2	0.9	-8	7	8
O=C1CSC(c2cccc([N+](=O)[O-])c2)N1c1ccccc1F (centres undefined)	-2	-11	99	96	-1	0.0	1	-2	3	9
O=C(Nc1ccc(Cl)c(Cl)c1)OCCNC(=O)c1ccncc1	10	1	94	91	3	0.3	0.9	20	3	15
CSc1nc(C)cc(OCCNS(=O)(=O)c2cc(C)ccc2C)n1	16	15	96	97	6	-0.2	0.8	11	-13	8
Cc1ccc(C(C)C)c(OCC(O)CN2CC(C)OC(C)C2)c1 (centres undefined)	12	-6	95	94	5	0.3	0.9	-6	5	10
Nc1nc2nccc(-c3ccccn3)n2n1	4	-29	99	92	1	0.0	1	5	4	12
CC(=O)Nc1ccc(N=Cc2c(O)c(C(=O)Nc3ccccc3)cc3ccccc23)cc1	24	-4	89	145*	11	-0.1	0.8	-7	7	-46
O=C(c1cccs1)N1CCN(c2ccc(F)cc2)CC1	8	1	103	94	-3	-0.2	0.9	7	-3	9
O=C(NCCCn1ccnc1)c1cc(C(=O)C2CC2)c[nH]1	12	4	100	99	3	-0.1	0.9	-9	-7	10
O=C(CSc1nc2[nH]ncc2c(=O)n1-c1ccc(Cl)c(Cl)c1)NCc1ccccc1Cl	22	-6	95	98	5	-0.2	0.8	-12	8	4
N#Cc1ccsc1NC(=O)CN1CCN(c2ccccn2)CC1	6	-5	96	106	4	-0.3	0.9	0	6	-7
CC(C)[C@@H]1N[C@]2(C(=O)Nc3ccccc32)[C@@H]2C(=O)N(c3cccc(C(F)(F)F)c3)C(=O)[C@@H]21	23	-2	102	117	-2	1.3	0.8	-11	0	-18
SMILES	Diaphorase inh	TLR4 MyD88 comp	STAT1 activator	STAT3 act	STAT1 inh	Hsp70 act	Diaphorase act	APP 5UTR inh	G6PDH counter	STAT3 inh
Cc1cc(N2CCCCC2)nc(N)n1	1	-15	96	93	4	-0.3	1	8	-5	10
COC(=O)NNC(=O)CCCOc1ccc(Cl)cc1Cl	8	-3	92	98	9	-0.5	0.9	9	14	0
COc1ccc(OC)c(NC(=O)CC2SC(=Nc3ccccc3)N(CCc3ccccn3)C2=O)c1 (centres undefined)	22	0	103	101	-4	-0.2	0.8	0	-12	-3
Cc1ccc(C(=O)N2NC(c3ccccc3F)C3C(=O)N(c4cccc(C)c4)C(=O)C32)cc1 (centres undefined)	24	6	104	100	-5	0.0	0.8	-17	24	0
O=C(Nc1ccccc1C(=O)NCc1cccnc1)c1cccc([N+](=O)[O-])c1	7	7	107	98	-9	-0.2	0.9	6	4	7
O=S(=O)(c1ccccc1)N(C1=NCCS1)S(=O)(=O)c1ccccc1	3	-7	95	97	6	-0.2	1	-6	1	6
CCOC(=O)c1nnn(-c2nonc2N)c1-c1ccccc1Cl	6	-18	105	96	-5	0.0	0.9	-4	-4	12
Cc1nc2ccc(NC(=O)c3ccc([N+](=O)[O-])cc3)cc2s1	11	3	102	93	0	-0.4	0.9	-2	9	6
COc1cc(/C=N/NC(=O)CN2CCCCC2)ccc1OCc1ccccc1	3	-5	128	107	-31	0.0	1	-22	-4	-11
O=C(CN1C(=O)NC2(CCCC2)C1=O)NCC1CCCO1 (centres undefined)	11	1	103	101	-7	0.2	0.9	-6	2	3
CN(C(=S)NC1CCCCC1)C1(c2ccccc2Cl)CCCCC1=O (centres undefined)	18	3	97	100	3	-0.4	0.8	-14	-8	5
Cc1ccc(CNC(=O)CCSCCC(=O)NCc2ccc(C)cc2)cc1	14	-14	100	102	0	-0.1	0.9	-3	8	-1
COc1ccc(C(=O)N2CCN(c3ccc(C)cc3C)CC2)cc1OC	11	-1	93	88	8	-0.2	0.9	-23	-18	15
CCOC(=O)C(C)Oc1c(Br)cc(C2NC(=O)NC(C)=C2C(C)=O)cc1OCC (centres undefined)	13	-6	98	102	-1	0.2	0.9	9	15	-1
CCOC(=O)N1CCC(NC(=O)c2cccn3c(=O)c4cc(Br)ccc4nc23)CC1	27	2	92	97	9	-0.1	0.7	5	3	11
Cc1nc2ccccn2c1C(=O)Nc1ccc2c(c1)OCCO2	11	6	103	77	-4	0.6	0.9	-58	10	29
CCOC(=O)C1CCN(C(=O)c2sc3nc(-c4ccccc4)cn3c2C)CC1	17	-15	99	96	1	0.0	0.8	-13	3	9
CCOc1c(N2CCCCC2)c(=O)c1=O	15	-14	104	102	-4	-0.1	0.9	2	5	-1
O=c1cc(O)c2ccccc2n1Cc1ccccc1F	4	-3	96	138*	4	-0.4	1	-11	-1	-35
O=C(NCC1CCCO1)c1nn2c(c1Cl)NC(c1ccc(F)cc1)CC2C(F)(F)F (centres undefined)	8	-24	98	98	2	-0.4	0.9	-18	2	11
COc1ccc(-c2noc(CCC(=O)NCCc3cccc(C)c3)n2)cc1	13	7	99	99	-2	-0.4	0.9	-10	8	6
O=C(Cn1nc(C(F)F)cc1C(F)F)NNC(=S)Nc1ccc(Cl)cc1	7	-2	100	99	0	-0.1	0.9	-16	-2	-1
CN(C(=O)CC(NC(=O)c1ccccc1)(c1ccccc1)c1ccccc1)c1ccccc1	12	5	98	92	2	0.0	0.9	8	2	17
COC(=O)C1=C(C(=O)OC)SC(=C2C(=S)C(C)(C)N(C(=O)CC(C)C)c3ccccc32)S1	23	11	99	100	1	-0.3	0.8	-16	-6	1
CCOc1ccccc1N(C(=O)c1ccco1)C(C(=O)NC1CCCC1)c1cccnc1 (centres undefined)	7	-7	104	101	-4	-0.1	0.9	3	-5	5
CCSc1nc(N2CCOCC2)c2ccccc2n1	10	6	102	104	-2	-0.5	0.9	-7	5	4
CS(=O)(=O)N(CC(N)=O)Cc1ccc(Cl)cc1	12	-5	88	107	13	0.9	0.9	-7	4	-6
CC(C)C(c1nnnn1C1CCCC1)N1CCc2ccccc21 (centres undefined)	10	-1	95	101	5	-0.1	0.9	1	4	0
COc1cc(/C=c2/sc3nc(-c4ccccc4)c(-c4ccccc4)n3c2=O)cc(OC)c1OC	23	2	100	95	0	-0.6	0.8	-3	-16	9
CC(C)CCN1CCN(Cc2cccc3cccnc23)CC1CCO (centres undefined)	9	8	86	112	15	-0.3	0.9	12	10	-14

Structural class, the entries above with a Cl atom
SMILES	Diaphorase inh	TLR4 MyD88 comp	STAT1 activator	STAT3 act	STAT1 inh	Hsp70 act	Diaphorase act	APP 5UTR inh	G6PDH counter	STAT3 inh
CCC(C)NCCCCOc1ccc(Cl)cc1C (centres undefined)	-1	-6	104	99	-5	0.5	1	-8	3	-1
Clc1ccc(-n2c(SCc3nc4ccccc4[nH]3)nnc2-c2ccncc2)cc1	16	-5	84	109	18	-0.1	0.8	-9	3	-10
CC1CCN(C(=O)CCCOc2ccc(Cl)cc2)CC1	6	-5	109	103	-11	0.3	0.9	-16	13	-3
Cc1cc(-c2ccccc2)nc(Cl)c1C#N	0	3	100	102	0	-0.1	1	-21	-8	1
O=C(Nc1nc(-c2ccccn2)cs1)c1ccc(Cl)s1	-10	13	101	108	0	-0.3	1.1	77*	16	-10
O=C(Nc1ccc(Cl)c(Cl)c1)OCCNC(=O)c1ccncc1	10	1	94	91	3	0.3	0.9	20	3	15
O=C(CSc1nc2[nH]ncc2c(=O)n1-c1ccc(Cl)c(Cl)c1)NCc1ccccc1Cl	22	-6	95	98	5	-0.2	0.8	-12	8	4
COC(=O)NNC(=O)CCCOc1ccc(Cl)cc1Cl	8	-3	92	98	9	-0.5	0.9	9	14	0
CCOC(=O)c1nnn(-c2nonc2N)c1-c1ccccc1Cl	6	-18	105	96	-5	0.0	0.9	-4	-4	12
CN(C(=S)NC1CCCCC1)C1(c2ccccc2Cl)CCCCC1=O (centres undefined)	18	3	97	100	3	-0.4	0.8	-14	-8	5
O=C(NCC1CCCO1)c1nn2c(c1Cl)NC(c1ccc(F)cc1)CC2C(F)(F)F (centres undefined)	8	-24	98	98	2	-0.4	0.9	-18	2	11
O=C(Cn1nc(C(F)F)cc1C(F)F)NNC(=S)Nc1ccc(Cl)cc1	7	-2	100	99	0	-0.1	0.9	-16	-2	-1
CS(=O)(=O)N(CC(N)=O)Cc1ccc(Cl)cc1	12	-5	88	107	13	0.9	0.9	-7	4	-6

Individual results from the results shown.
Cc1nc2ccc(NC(=O)c3ccc([N+](=O)[O-])cc3)cc2s1 – APP 5UTR inh = -2
COc1cc(/C=c2/sc3nc(-c4ccccc4)c(-c4ccccc4)n3c2=O)cc(OC)c1OC – STAT1 activator = 100
